ATXN viability – Viability Counterscreen for Primary qHTS for Inhibitors of ATXN expression | Potency, µM (titrated, usually from 56.7 µM), hits mostly cytotoxic | 400,000 tested, 0.49% active | S2 cells (HEK-293 line with an ATXN2-luciferase reporter) viability, CellTiter-Fluor protease fluorescence, 24 h; note: potency is the fitted concentration of half-maximal effect; nearly all actives have a fitted effect of over 40% in size
IL1B secr inh – qHTS for Inhibitors of Inflammasome Signaling: IL-1-beta AlphaLISA Primary Screen; THP-1 LPS/ATP IL-1B secretion, AlphaLISA, 16 h; active compounds read low; activity change, % at 57.5 µM; 360,000 tested, 4.7% active; in the data active = activity change below about -50%; inconclusive = mostly about -30% to -49%; note: % is set by controls: 0 for no effect and ±100 for the full control effect
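THP-1 cells pretreated 1 hr with compounds (up to 57.5 uM final), then stimulated with LPS (250 ng/mL final) plus ATP (1.25 mM final); secreted IL-1B measured by AlphaLISA after 16 hr, decreased signal indicating inhibition.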
ATXN2 expr inh – Primary qHTS for Inhibitors of ATXN expression; Potency, µM (top dose mostly 57 µM), for the others: at the highest dose activity change, negative = inhibition, hits mostly inhibitors; AID 1745845, 2022; HEK-293 ATXN2-luciferase reporter, luminescence, 24 h; 360,000 tested, 0.72% active; note: potency is the fitted concentration of half-maximal effect; % is set by controls: 0 for no effect and ±100 for the full control effect; nearly all actives have a fitted effect of over 55% in size
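ATXN2-luciferase reporter cells (luciferase flanked by upstream and downstream ATXN2 gene portions) were treated 24 h at 37 °C with compounds at up to 57 uM. SteadyGlo luminescence gave expression; GF-AFC fluorescence gave viability.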
KB-3-1 cytotox – qHTS assay for MDR1-selective chemotherapeutics: Primary screen using the parental adenocarcinoma cell KB-3-1; KB-3-1 viability, CellTiter-Glo ATP luminescence, 72 h; Potency, µM (top dose mostly 46.1 µM), without a hit: top-dose activity change, negative = cytotoxic, hits mostly cytotoxic; 400,000 tested, 1.4% active; note: potency is the fitted concentration of half-maximal effect; % is set by controls: 0 for no effect and ±100 for the full control effect; nearly all actives have a fitted effect of over 60% in size
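Luminescent ATP read-out (CellTiter-Glo) measures survival of drug-naive KB-3-1 cells after 72 h compound exposure at 37 °C. Titration series was screened from lowest to highest concentration, with DMSO vehicle plates as background controls.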
HT1080 IDH1KD tx – qHTS for induction of synthetic lethality in tumor cells producing 2HG: qHTS for the HT-1080-IDH1KD cell line; HT-1080 IDH1 knockdown viability, ATP luminescence, 48 h; Potency, µM (top dose mostly 46.1 µM), inactives show at the highest dose activity, negative = toxicity, actives largely listed as cytotoxic; 360,000 tested, 2% active;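 note: potency is the fitted concentration of half-maximal effect; 0% = DMSO wells and -100% = cell-free medium wells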
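% activity derives from luminescence (CellTiter-Glo), normalised to DMSO and no-cell wells. HT-1080-IDH1KD cells, 750/well, had 48 h compound exposure at 37 °C.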
MCF10A rerep – A quantitative high throughput screen for small molecules that induce DNA re-replication in MCF 10a normal breast cells; 350,000 tested, 2.9% active; MCF 10A DNA re-replication, Hoechst nuclear intensity, 48 h; Potency, µM (highest dose often 46.1 µM), for the others: top-dose activity, positive = re-replication, hits mostly activators; note: potency is the fitted concentration of half-maximal effect; % of control where 0% means no effect; nearly all actives have a fitted effect of over 50% in size
HepG2 viability – qHTS for Inhibitors of TGF-b: Cytotox Counterscreen | HepG2 CAGA-GFP viability, ATP luminescence, 18 h | Potency, µM (doses to about 46.1 µM), for inactives: at the top dose activity change, negative = cytotoxicity, most hits filed as cytotoxic | 410,000 tested, 0.76% active; note: potency is the fitted concentration of half-maximal effect; some results filed as inactive show a strong effect at the top dose
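HepG2 CAGA-GFP cells (1000/well, DMEM with 1% FBS) received compound, then TGF-beta at 500 pg/mL final, and were incubated 18 hours at 37 degrees C. Viability was read by CellTiter-Glo luminescence. Media-only wells were set as complete cell-killing and DMSO as no toxicity.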
HT1080-NT tox – qHTS for induction of synthetic lethality in tumor cells producing 2HG: qHTS for the HT-1080-NT fibrosarcoma cell line; HT-1080-NT fibrosarcoma viability, CellTiter-Glo ATP luminescence, 48 h; Potency, µM (series often up to 46.1 µM), inactives show at the top dose activity, negative = less viability, hits mostly cytotoxic; 360,000 tested, 1.6% active; AID 686970, 2013;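 note: NT is the 2HG producing partner of a matched IDH1 knockdown line; potency is the fitted concentration of half-maximal effect; 0% = DMSO-treated cells and -100% = media-only wells without cells; nearly all actives have a fitted effect of over 55% in size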
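Toxicity toward the 2HG-producing NT line was scored as %Activity, normalised to DMSO and no-cell wells, from CellTiter-Glo luminescence after 48 hours' treatment.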
SW480 rereplic – A quantitative high throughput screen for small molecules that induce DNA re-replication in SW480 colon adenocarcinoma cells. SW480 DNA re-replication, Hoechst DNA content imaging, 48 h. Potency, µM (doses to about 46.1 µM), without a hit: at the top dose re-replication activation, most hits filed as activators. 340,000 tested, 1.8% active; note: potency is the fitted concentration of half-maximal effect; % of control where 0% means no effect; nearly all actives have a fitted effect of over 55% in size
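Cells (250 per well) received 23 nL compound or DMSO by pin tool and were kept 48 hr at 37 C, 5% CO2. Nuclei were then stained with Hoechst for 40 min and scanned for DNA content.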
* = called active by the depositor; i = inactive; ? = inconclusive; . = not tested or not shown; & = joins results of further samples; ! = not confirmed by another sample; [ ] = remark or other dose. Unless noted, calls come from the whole dose curve; as a rule, active = well fitted curve in the direction sought with a large enough effect; inconclusive = small, poorly fitted or top-dose-only effect, or another doubt; inactive = no such curve, though single readings can be large; an effect the other way counts as inactive or inconclusive.

SMILES	ATXN viability	IL1B secr inh	ATXN2 expr inh	KB-3-1 cytotox	HT1080 IDH1KD tx	MCF10A rerep	HepG2 viability	HT1080-NT tox	SW480 rereplic
O=c1cc(CN2CCN(S(=O)(=O)/C=C/c3ccccc3)CC2)c2ccc(O)cc2o1	i	9	2%	?	-16%	5%	-4%	-9%	.
CCOC(=O)OC(C)OC(=O)[C@@H]1N2C(=O)[C@@H](NC(=O)[C@H](N)c3ccccc3)[C@H]2SC1(C)C (some centres not stated)	i	22	1%&16%	0%	-2%	-6%	1%	24%	-33%[inhibitor]
CC(C)C[C@H]1CN(CCCC[C@H]2CNC(=O)C(=O)N2CC2CCCCC2)C(=O)C(=O)N1CC1CCCCC1	i	-20	6%	20%	1%	.	.	14%	.
COCCn1c(SCC(=O)Nc2cc(C)cc(C)c2)nc2ccccc2c1=O	i	-14	.	1%	-7%	3%	-21%	-4%	-9%
Cc1cccn2c(=O)c3cc(C#N)c(=NC(=O)c4ccccc4)n(Cc4ccco4)c3nc12	i	-76*!	-22%&-4%	19%&1%	7%&-3%	2.3µM*	-3%&-33%	-2%&-15%	7.3µM*
O=C(O)/C(=C\c1ccc(Cl)cc1)c1ccc(F)cc1	i	13	-1%	8%	9%	-5%	14%	4%	1%
COc1ccc(-c2cc(C(F)(F)F)n3nc(C(=O)N4CCCCC4)cc3n2)cc1OC	i	?	0%	?	-6%	-4%	-3%	1%	?
COc1ccc(S(=O)(=O)N(Cc2cc3ccc(OC)cc3[nH]c2=O)CC2COCCO2)cc1 (configuration not stated)	i	-8	11%	-7%	4%	0%	-9%	11%	10%
Cc1ccccc1NC(=O)CN1C(=O)N/C(=C\c2ccccc2OCc2ccc(C(=O)O)cc2)C1=O	i	5	3%	22%	8%	2%	0%	-3%	5%
O=C(COC(=O)c1cccc(S(=O)(=O)N2CCOCC2)c1)Nc1ccc(Cl)cn1	?	21	.	8%	7%	-1%	0%	-1%	-15%
CCN(CC)c1ccc(C=C(c2nnnn2-c2ccc(C)cc2)c2nnnn2-c2ccc(C)cc2)cc1	i	-11	-9%	0%	-5%	?	-1%	-3%	24%
COc1ccc(S(=O)(=O)N2CCN(C3CCCCCCC3)CC2)cc1	i	-14&2	-5%&-17%	-8%&5%	-1%&12%	-2%&16%	0%&-11%	2%&8%	-6%&-7%
CC(=O)c1c(N2CCCC2)nc(=S)n(-c2ccccc2)c1C	i	-4	-15%	-20%	-5%	-1%	-27%	14%	2%
CC(=O)c1ccc(NC(=O)C(C)OC(=O)/C=C/c2ccco2)cc1 (configuration not stated)	i	88	4%	?	?	?	3%	16µM*	?
C/C(=N\NS(=O)(=O)c1ccc(C)cc1)c1ccc(C)s1	.	6	.	-5%	-4%	1%	-16%	-7%	-8%
O=C(Nc1nccs1)C1CC(=O)N(CCc2ccccc2)C1 (configuration not stated)	i	3	-7%	11%	5%	1%	2%	0%	-15%
c1cncc(CNc2nc(-c3cccnc3)nc3ccccc23)c1	i	-5	-4%	-5%	-12%	4%	-6%	1%	2%
CCC(=O)OCCNc1nc(-c2ccccc2)nc2ccccc12	i	-1	-9%	5%	-20%	4%	-18%	7%	-11%
CC#CCN1C=C(C(=O)OCC)C(C)N(Cc2ccc(Br)cc2)S1(=O)=O (configuration not stated)	i	-13	-18%	-7%	3%	?	-21%	-9%	-16%
O=C(O)c1cc(-c2cccs2)nn1-c1ccc(F)cc1	i	24	-10%	14%	0%	-7%	-2%	6%	-1%
COc1ccc(NC(=O)CCSc2ccc3ccccc3n2)cc1	i	38	8%	-25%	-2%	10µM*	-12%	0%	-3%
CN(C(=O)C1CCCN(S(=O)(=O)c2cccc([N+](=O)[O-])c2)C1)C1CCS(=O)(=O)C1 (configuration not stated)	i	27	-19%	-2%	12%	-34%[inhibitor]	-16%	16%	6%
CCOc1ccc(S(=O)(=O)NC(Cc2c[nH]c3ccccc23)C(=O)O)cc1 (configuration not stated)	i	16	.	6%	0%	-12%	-23%	1%	-14%
CCCOc1ccc(/C(O)=C2/C(=O)C(=O)N(c3cc(C)on3)C2c2ccc(C(=O)OC)cc2)cc1 (configuration not stated)	i	9	-1%	2%	9%	-18%	10%	4%	7%
COC(=O)c1ccc(C(=O)OC)c(NS(=O)(=O)c2ccc(NC(C)=O)cc2)c1	i	21	7%	1%	-3%	0%	-39%	?	-4%
Cn1ncc(Br)c1C(=O)N/N=C/c1ccc(OS(=O)(=O)c2ccccc2)cc1	i	6	9%	0%	3%	17%	-16%	-1%	0%
O=C(Cn1cnc2cc(Cl)ccc2c1=O)Nc1ccc2c(c1)OCO2	i	8	-5%	14%	13%	-2%	2%	7%	-1%
O=C(CNS(=O)(=O)/C=C/c1ccccc1)OCC(=O)N1CCC(Cc2ccccc2)CC1	i	-84*	1%	5%	0%	27%	0%	-3%	1%
Cc1cc(CN(C)Cc2cn(C)nc2-c2ccc(Oc3ccccc3)cc2)on1	i	-27	.	-14%	-11%	4%	-13%	0%	0%
O=C(NCCCc1ccccc1)N1CCOCC1	i	14	11%	9%	8%	-9%	5%	-11%	-49%[inhibitor]
Cc1c(-c2ccccc2)[n+](=O)c(-c2ccc(Cl)cc2)c(C)n1[O-]	?	18	-20%	-1%	0%	1%	-3%	6%	3%
COc1ccc(S(=O)(=O)n2nc(C)c(S(=O)(=O)N3CCC(C)CC3)c2C)cc1C	i	.	9%	6%	.	.	6%	.	.
O=C(CSCc1ccc(F)cc1)NCc1cccs1	i	-20	12%	-20%	-3%	0%	-4%	-13%	8%
CC12CN3CC(C)(CN(C1)C3c1ccc(OCc3ccccc3)cc1)C2=O (configuration not stated)	i	.	17%	0%	.	.	-15%	.	.
COc1cc(NC(=O)c2ccc(C)cc2C)ccc1NC(=O)c1cccs1	i	-63*	-7%	-7%	10%	0%	-10%	15%	-7%
COc1ccccc1-n1c(C)nnc1SCC(=O)Nc1cc(C)cc(C)c1	i	17	-2%	3%	0%	-2%	-3%	1%	4%
O=C(NCc1ccccc1)c1cccc(OCC(=O)N2CCN(C(=O)c3ccco3)CC2)c1	i	-16	-12%	10%	-10%	2%	-9%	0%	-12%
CN(C)c1ccc(/C=C(\NC(=O)c2ccccc2)C(=O)N/N=C/c2ccc(C(=O)O)cc2)cc1	?	-7	15%	11%	15%	-18%	0%	22%	-22%
O=C(CSc1ncc(S(=O)(=O)c2ccc(Cl)cc2)c(=O)[nH]1)Nc1cccc(C(F)(F)F)c1	i	.	-7%	1%	.	.	-19%	.	.
CCC1CCCCN1CCCNC(=O)COc1cc(=O)n(C)c2ccccc12 (configuration not stated)	.	-25	.	-6%	-1%	11%	-3%	3%	-21%

Shown with bars between the fields: 8 of the compounds above.
compound | ATXN viability | IL1B secr inh | ATXN2 expr inh | KB-3-1 cytotox | HT1080 IDH1KD tx | MCF10A rerep | HepG2 viability | HT1080-NT tox | SW480 rereplic
O=C(CSCc1ccc(F)cc1)NCc1cccs1 | i | -20 | 12% | -20% | -3% | 0% | -4% | -13% | 8%
CC12CN3CC(C)(CN(C1)C3c1ccc(OCc3ccccc3)cc1)C2=O (configuration not stated) | i | . | 17% | 0% | . | . | -15% | . | .
COc1cc(NC(=O)c2ccc(C)cc2C)ccc1NC(=O)c1cccs1 | i | -63* | -7% | -7% | 10% | 0% | -10% | 15% | -7%
COc1ccccc1-n1c(C)nnc1SCC(=O)Nc1cc(C)cc(C)c1 | i | 17 | -2% | 3% | 0% | -2% | -3% | 1% | 4%
O=C(NCc1ccccc1)c1cccc(OCC(=O)N2CCN(C(=O)c3ccco3)CC2)c1 | i | -16 | -12% | 10% | -10% | 2% | -9% | 0% | -12%
CN(C)c1ccc(/C=C(\NC(=O)c2ccccc2)C(=O)N/N=C/c2ccc(C(=O)O)cc2)cc1 | ? | -7 | 15% | 11% | 15% | -18% | 0% | 22% | -22%
O=C(CSc1ncc(S(=O)(=O)c2ccc(Cl)cc2)c(=O)[nH]1)Nc1cccc(C(F)(F)F)c1 | i | . | -7% | 1% | . | . | -19% | . | .
CCC1CCCCN1CCCNC(=O)COc1cc(=O)n(C)c2ccccc12 (configuration not stated) | . | -25 | . | -6% | -1% | 11% | -3% | 3% | -21%

(next part)
SMILES	ATXN viability	IL1B secr inh	ATXN2 expr inh	KB-3-1 cytotox	HT1080 IDH1KD tx	MCF10A rerep	HepG2 viability	HT1080-NT tox	SW480 rereplic
CCCn1cnc2scc(-c3ccc(C)c(C)c3)c2c1=O	i	8	-19%	8%	-11%	7%	5%	-1%	-5%
O=C(NCCCNC(=O)c1ccc(Cl)cc1Cl)c1ccccn1	i	6	9%	?	5%	2%	1%	1%	3%
Cc1ccc(S(=O)(=O)N(C)C)cc1NC(=S)N(CCC#N)Cc1cccnc1	i	21	-8%	0%	4%	21%	-6%	5%	-6%
O=C(Nc1cc(C(F)(F)F)ccc1Cl)c1ccncc1	i	-19	-7%	-17%	1%	2%	2%	?	0%

Screening results deposited in PubChem by National Center for Advancing Translational Sciences (NCATS).
